Arr AP2 block = inhibitors of beta-arrestin/AP2 binding, primary screen, biochemical, GPCR trafficking, flow cytometry; inhibition, % at 10 µM; 340,000 tested, 0.31% active; FITC-arrestin peptide / GST-AP2 beads; AP2 beta2 appendage carries R879A mutation; beta-arrestin 1 C-terminal peptide binding to AP2 beta2-adaptin appendage (human);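 active = inhibition above a set limit, near 3 SD of compounds lacking own fluorescence, cut at about 54% in these data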;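 also: plate controls were DMSO wells for no effect and 5 µM unlabelled arrestin peptide for full effect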
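test system = AP2 appendage R879A on GSH beads | buffer or medium = PBS plus Tween 20 (0.05%) and BSA (0.1%) | incubation = 12 min plus 1 h, RT | detection = bead flow cytometry, FITC channel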
PvdQ acylase = P. aeruginosa PvdQ acylase inhibitors, primary screen, biochemical, fluorescence, plate reader and imaging, single point. PvdQ acylase [Pseudomonas aeruginosa LESB58]. purified PvdQ acylase. inhibition, % at 10 µM. 340,000 tested, 0.063% active. AID 488965, 2010; in the data active = inhibition above about 30%, passing the limit was not always enough;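 also: 0% = vehicle neutral wells and 100% = reference inhibitor wells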
LANA DNA inh = inhibitors of KSHV C-LANA binding to DNA, primary screen, biochemical, fluorescence polarization, FAM-LBS DNA, MBP-C-LANA, single point; Kaposi's sarcoma herpesvirus LANA C-terminal domain (residues 932-1162) DNA binding; inhibition, % at 9 µM; 340,000 tested, 0.078% active; AID 504423, 2011;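 active = highest replicate inhibition at or above 60% at 9 µM, even if other replicates fall short; inactive = all replicates below 60% inhibition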;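 also: 0% = neutral control wells and 100% = 4 µM acridine orange control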
Keap1-Nrf2 PPI = Keap1-Nrf2 protein-protein interaction inhibitors, primary screen, biochemical, fluorescence polarization, single point; 340,000 tested, 0.15% active; Keap1 Kelch-Nrf2 peptide fluorescence polarization, 1536-well; inhibition, % at 9.4 µM; in the data active = inhibition above about 12%;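 also: human Keap1 Kelch domain with fluorescein labeled Nrf2 9mer peptide probe; 0% = neutral control wells and 100% = peptide positive control; higher means more block of Keap1 binding to Nrf2 peptide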
PKA-R2B act = activators of PKA-R2B holoenzyme, primary screen, biochemical, fluorescence polarization, Cy5-IP20, human; cAMP-dependent protein kinase catalytic subunit beta (Homo sapiens) + cAMP-dependent …; PKA-R2B holoenzyme dissociation; R2B truncated from residue 108, S112A mutant; 0% DMSO only, 100% 113 µM cGMP; activation, % at 11.4 µM; 340,000 tested, 0.079% active;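 active = activation above a cutoff set at the mean over all compounds plus 3 SD, cut at about 18% in these data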;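 also: higher means more holoenzyme dissociation and a rise in polarization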
Target sequence (P31323 whole entry, looked up, other chains not shown, the tested form may be a part): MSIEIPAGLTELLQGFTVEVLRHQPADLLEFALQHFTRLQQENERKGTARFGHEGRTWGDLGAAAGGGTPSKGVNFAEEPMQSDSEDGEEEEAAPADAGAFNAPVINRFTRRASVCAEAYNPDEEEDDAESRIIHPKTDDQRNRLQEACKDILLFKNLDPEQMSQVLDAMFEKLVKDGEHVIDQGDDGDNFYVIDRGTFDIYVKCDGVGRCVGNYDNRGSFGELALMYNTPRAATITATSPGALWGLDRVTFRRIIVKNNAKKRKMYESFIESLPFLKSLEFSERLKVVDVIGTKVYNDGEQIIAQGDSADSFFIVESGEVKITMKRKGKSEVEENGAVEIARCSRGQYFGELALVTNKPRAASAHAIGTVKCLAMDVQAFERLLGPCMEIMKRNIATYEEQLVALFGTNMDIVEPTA
NSD2 HMT inh = NSD2 histone methyltransferase inhibitors, primary screen, biochemical, AlphaScreen, single concentration, set 2; Histone-lysine N-methyltransferase NSD2 (Homo sapiens), O96028; NSD2 peptide methylation, 120 min; inhibition, % at 12.5 µM; 310,000 tested, 0.54% active; in the data active = inhibition above about 50%
SR-BI uptake up = activators of SR-BI mediated DiI-HDL uptake, primary screen, ldlA[mSR-BI] CHO cells, DiI fluorescence; 3 h; 100 = double the neutral-control signal; activation, % at 12.5 µM; 320,000 tested, 0.096% active; AID 504775, 2011;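 active = mean replicate activation of at least 60% and every replicate at or above 60%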;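 also: 0% = median plate neutral-control signal and 100% = twice that signal; values of inactives mirror those of a sister screen read the other way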
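Assay system: LDL receptor-deficient CHO ldlA cells overexpressing murine SR-BI / Medium: BSA-supplemented, HEPES-buffered Ham's F12, pH 7.4 / Probe or stimulus: DiI-labelled HDL at 10 µg/mL final / Timing: compound with DiI-HDL co-incubation, 3 h at 37 °C / Technique: bottom-read cell fluorescence after medium removal, ex 550/em 595 nm / Measure: HDL uptake via cellular fluorescence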
SR-BI DiI inh = inhibitors of SR-BI mediated HDL lipid uptake, primary screen, ldlA[mSR-BI] cells, fluorescence, single point; 320,000 tested, 0.96% active; Scavenger receptor class B member 1 (Mus musculus), Q61009; inhibition, % at 12.5 µM; ldlA[mSR-BI] CHO cells, DiI-HDL uptake fluorescence, 3 h; AID 488896, 2010;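 active = mean replicate inhibition of at least 70% and a set share of replicates each scoring 70 or more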;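 also: 0% = median of neutral control wells and 100% = median of positive control wells; values of inactives mirror those of a sister screen read the other way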
Target sequence (Q61009 whole entry, looked up): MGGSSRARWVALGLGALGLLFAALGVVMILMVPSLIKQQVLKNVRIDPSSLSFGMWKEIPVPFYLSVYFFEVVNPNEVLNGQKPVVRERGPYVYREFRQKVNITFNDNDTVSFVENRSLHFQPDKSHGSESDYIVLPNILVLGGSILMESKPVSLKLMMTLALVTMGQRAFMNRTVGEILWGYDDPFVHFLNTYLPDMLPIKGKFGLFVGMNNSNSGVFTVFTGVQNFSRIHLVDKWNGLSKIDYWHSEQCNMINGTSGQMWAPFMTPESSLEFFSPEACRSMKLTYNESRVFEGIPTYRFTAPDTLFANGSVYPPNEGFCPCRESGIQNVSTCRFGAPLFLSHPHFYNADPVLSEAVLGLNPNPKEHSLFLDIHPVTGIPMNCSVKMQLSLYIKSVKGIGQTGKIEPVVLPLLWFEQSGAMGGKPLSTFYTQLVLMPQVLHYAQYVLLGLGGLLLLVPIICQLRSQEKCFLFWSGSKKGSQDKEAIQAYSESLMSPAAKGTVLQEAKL
RTF Ca sens inh = cardiac RTF calcium sensitivity inhibitors, primary screen, biochemical, IANBD-TnC fluorescence, EC70 calcium. Troponin I, cardiac muscle (Homo sapiens) + Troponin T, cardiac muscle (Homo sapiens) + …. IANBD-labeled cardiac RTF, Ca2+ fluorescence. inhibition, % at 7.15 µM. 340,000 tested, 0.12% active. AID 493244, 2011;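 active = inhibition above the mean inhibition of all tested compounds plus 3 SD, cut at about 17% in these data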;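 also: assay run at fixed EC70 calcium of 1.6 mM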
DAGLB inhibitor = DAGLB lipase inhibitors, primary screen, biochemical, fluorescence, HTS. HEK293T DAGLB membrane lysate, EnzChek fluorogenic substrate. inhibition, % at 5.17 µM. 340,000 tested, 0.059% active. AID 504411, 2011; in the data active = inhibition above about 34%;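 also: 0% = enzyme with vehicle and 100% = wells lacking enzyme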
* hit, by the source's call; . = not tested or not shown. Outcome played no part in choosing rows; 2.1% or so of the library scored in one or more.

no.	Molecule	Arr AP2 block	PvdQ acylase	LANA DNA inh	Keap1-Nrf2 PPI	PKA-R2B act	NSD2 HMT inh	SR-BI uptake up	SR-BI DiI inh	RTF Ca sens inh	DAGLB inhibitor
1	COC(=O)C1=COC(OC2OC(CO)C(O)C(O)C2O)C2C1C=CC2(O)CO (configuration not stated)	1	-6	15	-3	0	.	10	-10	-1	-1
2	COc1cc(/C=N/Nc2snc(SC)c2C#N)ccc1O	0	-1	-0.4	1	8	0	-26	26	-6	-1
3	C[C@H](NC(=O)C1CC(=O)N(c2ccc3c(c2)OCCO3)C1)C(=O)N1CCCCC1 (some centres not stated)	38	1	0.5	-5	3	-1	43	-43	-2	-1
4	CCN(CC(=O)Nc1ccccc1C(F)(F)F)C(=O)c1ccc(N2C(=O)CCC2=O)cc1	40	8	-1.1	-3	-6	.	25	-25	-1	-1
5	Cc1cc(C)n(-c2nc(C)nc(N)n2)n1	3	-12	3.2	-4	-3	-6	-2	2	0	-1
6	CC(=O)c1ccc(N2CCN(S(=O)(=O)c3c(C)[nH]c(C)c3C(=O)N3CCCCC3)CC2)cc1	41	13	-0.3	-1	5	3	5	-5	-6	-1
7	COc1ccc(CCC(=O)NC2CCC(C)CC2)cc1 (configuration not stated)	37	7	-1.4	3	6	.	9	-9	2	-2
8	Cc1nnn(C23CC4CC(CC(C(=O)NN)(C4)C2)C3)n1	-5	-15	-0.4	-8	-4	-3	-2	2	-12	-2
9	O=C(CN1C(=O)c2cccnc2Oc2ccc(Cl)cc21)NC1CCCCCC1	-12	-4	1.3	1	-8	-4	7	-7	4	-4
10	O=C(Nc1cccc(F)c1)c1ccc(-c2ccccc2Cl)o1	-6	-16	1.4	-5	-2	.	-2	2	-4	-14
11	O=C(c1cccs1)N(Cc1ccccn1)Cc1ccco1	4	-3	3.1	-2	-11	1	18	-18	-3	0
12	CSc1ccccc1-c1n[nH]c(=S)o1	-17	-5	-1.3	0	-10	-5	26	-26	-7	2
13	CCN(CC)CCNC(=O)c1c(O)c2c([nH]c1=O)CCCC2	7	-15	-0.2	-5	3	7	28	-28	-2	-1
14	COc1ccc(-n2c(O)cnc2Nc2nc(C)cc(C)n2)cc1OC	-5	1	2.2	-5	-1	-6	1	-1	3	-3
15	Cc1ccc(NC2CCCN(C(=O)CCc3scnc3C)C2)cc1C (configuration not stated)	-1	-6	-1.1	-4	6	2	17	-17	-6	2
16	CC(C)CN(C(=O)Cn1c(Cl)nc2c1c(=O)n(C)c(=O)n2C)C1CCS(=O)(=O)C1 (configuration not stated)	-10	-26	0.3	-1	-6	-1	22	-22	-7	1
17	Cc1cc(S(=O)(=O)Nc2ccc(N(C)C)cc2)c(C)s1	6	-12	0.0	-2	5	13	-7	7	-7	-1
18	Cc1ccc(NC(=O)N(C)c2ccccc2)cc1	-3	4	-1.8	-2	1	-4	2	-2	4	-4
19	Cc1oc2cc3oc(=O)cc(C)c3cc2c1C	2	-7	3.9	1	-8	-2	-23	23	-10	0
20	C/C(=N/NC(=O)c1nnn(-c2nonc2N)c1COc1ccccc1)c1ccccc1Cl	-5	-15	6.5	-8	-4	-4	-19	19	-9	-3
21	CC1CC(C)(C)CC2(C1)NC(=O)N(CC(=O)NCc1ccccc1F)C2=O (configuration not stated)	-12	-20	-1.0	-3	-12	12	53	-53	-21	1
22	COc1cccc(C(=O)N2CCN(Cc3cc(Br)ccc3OC)CC2)c1	-11	-19	1.1	-2	-4	3	-27	27	7	-3
23	Cc1c(NC(=O)C2(c3ccccc3)CCCC2)c(=O)n(-c2ccccc2)n1C	0	-15	4.0	0	-18	-13	3	-3	-15	-5
24	CCOc1ccc(NC(=O)CN(C)C(=O)c2ccccc2Cc2ccccc2)cc1OCC	32	-8	0.1	1	2	3	-53	53	-4	-2
25	O=C(NC(=S)N1CCN(c2ccccn2)CC1)c1ccccc1	3	2	0.1	0	4	-2	13	-13	6	-4
26	CC(C)C(C(=O)Nc1ncn[nH]1)N1C(=O)c2ccccc2C1=O (configuration not stated)	25	0	7.2	1	8	1	-5	5	-4	3
27	CCOC(=O)C(C)Oc1cccc2c(=O)n(CC(=O)Nc3cccc(OC)c3)ccc12 (configuration not stated)	3	-13	-1.8	0	0	.	13	-13	-6	-7
28	COc1cc(-c2nc3n(n2)C(c2ccc(F)cc2)C2=C(CCCC2=O)N3)cc(OC)c1OC (configuration not stated)	33	-1	0.2	-2	6	6	-8	8	2	-1
29	C/C(=N/NS(=O)(=O)c1ccc(C)c(C)c1)c1ccncc1	-1	-1	1.6	-9	-6	-1	6	-6	-1	3
30	O=C(N/C(=C\c1cccc([N+](=O)[O-])c1)C(=O)N1CCOCC1)c1cccc(Br)c1	-18	-7	-0.6	-1	3	26	26	-26	8	2

Compounds from the list above with an aryl thioether with sulfur outside any ring, in the order listed:
no.	Molecule	Arr AP2 block	PvdQ acylase	LANA DNA inh	Keap1-Nrf2 PPI	PKA-R2B act	NSD2 HMT inh	SR-BI uptake up	SR-BI DiI inh	RTF Ca sens inh	DAGLB inhibitor
2	COc1cc(/C=N/Nc2snc(SC)c2C#N)ccc1O	0	-1	-0.4	1	8	0	-26	26	-6	-1
12	CSc1ccccc1-c1n[nH]c(=S)o1	-17	-5	-1.3	0	-10	-5	26	-26	-7	2

In a second layout: results already given.
Order of results – Arr AP2 block, PvdQ acylase, LANA DNA inh, Keap1-Nrf2 PPI, PKA-R2B act, NSD2 HMT inh, SR-BI uptake up, SR-BI DiI inh, RTF Ca sens inh, DAGLB inhibitor
24. CCOc1ccc(NC(=O)CN(C)C(=O)c2ccccc2Cc2ccccc2)cc1OCC
→ 32, -8, 0.1, 1, 2, 3, -53, 53, -4, -2
26. CC(C)C(C(=O)Nc1ncn[nH]1)N1C(=O)c2ccccc2C1=O (configuration not stated)
→ 25, 0, 7.2, 1, 8, 1, -5, 5, -4, 3
27. CCOC(=O)C(C)Oc1cccc2c(=O)n(CC(=O)Nc3cccc(OC)c3)ccc12 (configuration not stated)
→ 3, -13, -1.8, 0, 0, ., 13, -13, -6, -7

More compounds follow.
nr | molecule | Arr AP2 block | PvdQ acylase | LANA DNA inh | Keap1-Nrf2 PPI | PKA-R2B act | NSD2 HMT inh | SR-BI uptake up | SR-BI DiI inh | RTF Ca sens inh | DAGLB inhibitor
31 | COc1cc(C2C(C#N)=C(N)Oc3c2ccc2ccccc32)ccc1OCC(=O)Nc1ccc(C)cc1 (configuration not stated) | 2 | -20 | 2.1 | -4 | -12 | -1 | -29 | 29 | -6 | 2
32 | Cc1c(Cl)cccc1NC(=O)CCN1CCN(CCO)CC1 | 37 | 3 | 0.4 | -2 | -4 | 7 | -15 | 15 | 1 | -3
33 | O=C(COC(=O)c1ccccc1)Nc1cc(S(=O)(=O)N2CCCCCC2)ccc1Cl | 2 | -15 | 0.1 | -4 | -7 | -1 | 6 | -6 | 2 | -6
34 | COc1cc(/C=N/Nc2snc(SC)c2C#N)cc(OC)c1OC | 2 | -17 | 1.1 | -5 | 0 | 0 | -60 | 60 | -14 | -4
35 | COc1ccc(S(=O)NC2CCCCC2)c(OC)c1C (configuration not stated) | 18 | -1 | -0.9 | 1 | 4 | 1 | 17 | -17 | 4 | 0
36 | CCOC(=O)C(CC)(CC)/C(C)=N/NC(=O)CC#N | -6 | -14 | 9.8 | -1 | -2 | -1 | 6 | -6 | -13 | -4
37 | CCOc1ccc(C(=O)COC(C)=O)cc1 | -5 | 2 | -0.4 | -1 | -11 | 1 | -7 | 7 | -7 | -2
38 | COc1ccc(C(=O)N/C(=C/c2cccs2)C(=O)NC(C)(C)C)cc1OC | -14 | -10 | -0.9 | 0 | 1 | 3 | 6 | -6 | 0 | -1
39 | CCOc1ccccc1C(=O)N(CN1CCCC1=O)c1ccc(C)c(Cl)c1 | 3 | 4 | -1.5 | -3 | -4 | . | 15 | -15 | -8 | 1
40 | CCCn1c(SCC(=O)Nc2c(C)cccc2C)nnc1C(C)C | -2 | -7 | -1.1 | -9 | 0 | -3 | 0 | 0 | -7 | -4
41 | O=C(NNC1CC(=O)N(c2ccc(Cl)cc2)C1=O)c1ccccn1 (configuration not stated) | 3 | -9 | 0.4 | 5 | -9 | 1 | 19 | -19 | 10 | 4

Record cards, as listed above. Order of screens: Arr AP2 block, PvdQ acylase, LANA DNA inh, Keap1-Nrf2 PPI, PKA-R2B act, NSD2 HMT inh, SR-BI uptake up, SR-BI DiI inh, RTF Ca sens inh, DAGLB inhibitor
`CCOC(=O)C(CC)(CC)/C(C)=N/NC(=O)CC#N` reads -6, -14, 9.8, -1, -2, -1, 6, -6, -13, -4
`CCOc1ccc(NC(=O)CN(C)C(=O)c2ccccc2Cc2ccccc2)cc1OCC` reads 32, -8, 0.1, 1, 2, 3, -53, 53, -4, -2
`CCOc1ccccc1C(=O)N(CN1CCCC1=O)c1ccc(C)c(Cl)c1` reads 3, 4, -1.5, -3, -4, ., 15, -15, -8, 1
`COc1cc(/C=N/Nc2snc(SC)c2C#N)cc(OC)c1OC` reads 2, -17, 1.1, -5, 0, 0, -60, 60, -14, -4
`O=C(Nc1cccc(F)c1)c1ccc(-c2ccccc2Cl)o1` reads -6, -16, 1.4, -5, -2, ., -2, 2, -4, -14

Source: PubChem BioAssay (several laboratories)
